# ERp5 inh: ERp5 (human) disulfide isomerase inhibition; Q15084; ERp5 insulin aggregation, absorbance 650 nm, 90 min; inhibition, % at 9.99 µM; actives 0.05% (n = 350,000); AID 651711;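 active = mean replicate inhibition above about 25%, with every replicate also reaching it, limit read from the data, passing the limit was not always enough; inconclusive = only one of those two criteria met; inactive = neither criterion met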
# Target sequence (Q15084 whole entry, looked up): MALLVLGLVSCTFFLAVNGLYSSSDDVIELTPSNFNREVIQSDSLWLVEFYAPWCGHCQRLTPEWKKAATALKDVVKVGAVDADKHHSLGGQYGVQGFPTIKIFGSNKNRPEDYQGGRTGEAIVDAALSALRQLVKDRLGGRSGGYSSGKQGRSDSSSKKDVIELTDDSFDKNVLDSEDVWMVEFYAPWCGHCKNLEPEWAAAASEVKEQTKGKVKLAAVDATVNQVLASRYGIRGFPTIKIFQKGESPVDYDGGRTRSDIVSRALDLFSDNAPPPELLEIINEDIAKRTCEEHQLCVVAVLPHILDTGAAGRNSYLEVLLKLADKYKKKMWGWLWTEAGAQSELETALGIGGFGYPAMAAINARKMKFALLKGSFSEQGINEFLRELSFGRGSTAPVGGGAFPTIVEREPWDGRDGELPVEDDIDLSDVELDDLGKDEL
# DENV2 CPE rescue: DENV2-induced cell death inhibition. actives 1.7% (n = 350,000). DENV2-infected cells, cytopathic effect rescue, plate reader. CPE inhibition, % at 9.99 µM; in the data active = CPE inhibition above about 20%, passing the limit was not always enough; inconclusive = no clear call, values can overlap the other calls; tested in BHK-21 cells;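 also: 0% = median of neutral control wells and 100% = median of positive control wells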
# Casp6 inh: blocks human caspase-6 cleavage activity; purified caspase-6, Z-VEID-R110 cleavage fluorescence; inhibition, % at 12.5 µM; actives 0.53% (n = 350,000);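 active = mean inhibition across replicates at least about 35%, with every replicate also reaching that limit, limit read from the data; inconclusive = only one of the two criteria met; inactive = neither criterion met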;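 also: 0% = median of neutral control wells and 100% = no fluorescence left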
# Target sequence (P55212 24-179 limits assumed): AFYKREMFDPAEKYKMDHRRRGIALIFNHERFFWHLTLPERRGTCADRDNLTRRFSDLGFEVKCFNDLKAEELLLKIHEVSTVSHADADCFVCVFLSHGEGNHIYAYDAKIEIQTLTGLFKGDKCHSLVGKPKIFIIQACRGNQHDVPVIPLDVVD
# Target sequence (P55212 194-293 limits assumed): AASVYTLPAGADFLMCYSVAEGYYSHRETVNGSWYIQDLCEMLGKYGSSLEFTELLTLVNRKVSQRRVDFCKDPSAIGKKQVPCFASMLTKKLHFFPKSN
# ERAP1 inh: inhibitors of human ERAP1 aminopeptidase. recombinant ERAP1, Leu-AMC fluorescence, 60 min. Q9NZ08. inhibition, % at 10.7 µM. AID 652197. actives 0.15% (n = 340,000);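 active = mean replicate inhibition of at least 30%, or all replicates individually reaching that 30% level; inactive = mean below 30% and not every replicate reaching it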;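 also: 0% = neutral control wells and 100% = L-leucinethiol positive control wells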
# miR122 inh: inhibitors of miR-122 in Huh7 cells; Huh7 miR-122 Renilla luciferase sensor, 48 h; neutral wells = 0, positive control = 100; activation (reporter increase), % at 12.5 µM; actives 0.3% (n = 340,000); AID 602342;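 active = mean replicate activation score at least 90 and every replicate individually at or above 90; inconclusive = only one of the two criteria met; inactive = neither criterion met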;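 also: higher luciferase means less miR-122 activity so hits act as miR-122 inhibitors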
# F508del corr: correctors of CFTR F508del function in bronchial epithelial cells | CFBE cells, YFP halide quenching; stimulated with forskolin plus potentiator P3; % fluorescence drop versus neutral controls | activity (quench increase), % at 7.58 µM | actives 0.36% (n = 350,000);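 active = mean added fluorescence quench of at least 8% versus neutral control, with both replicates also reaching 8%; inconclusive = only one of the mean or replicate conditions met; inactive = mean below 8% and not both replicates reaching 8%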;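 also: cells transiently co-express mutant CFTR-F508del with the halide-sensitive YFP; corrector assay measuring rescue of mutant channel to the surface after 24 h compound exposure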
# SIRT5 block: inhibitors of human sirtuin-5 desuccinylase | Q9NXA8 | Purified SirT5, succinyl-peptide AMC, trypsin-coupled fluorescence | inhibition, % at 15 µM | actives 1.1% (n = 330,000) | AID 652115; in the data active = inhibition above about 15%; inconclusive = no clear call, values can overlap the other calls
# Target sequence (Q9NXA8 whole entry, looked up): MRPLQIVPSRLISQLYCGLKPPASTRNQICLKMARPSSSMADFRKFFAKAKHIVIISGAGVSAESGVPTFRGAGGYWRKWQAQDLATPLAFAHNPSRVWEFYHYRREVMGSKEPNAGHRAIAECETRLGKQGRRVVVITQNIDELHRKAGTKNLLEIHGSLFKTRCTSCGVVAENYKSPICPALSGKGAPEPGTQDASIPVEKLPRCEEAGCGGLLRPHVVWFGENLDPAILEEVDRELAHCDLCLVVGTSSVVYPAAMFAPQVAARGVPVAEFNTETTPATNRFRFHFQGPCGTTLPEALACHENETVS
# * marks the source's active call; other numbers are inactive results; u = inconclusive; x = no result given; & = joins results of further samples; [ ] = dose if it differs, or a comment.
SMILES,ERp5 inh,DENV2 CPE rescue,Casp6 inh,ERAP1 inh,miR122 inh,F508del corr,SIRT5 block
O=C(O)C[C@H]1C=C[C@@H](NC(=O)CCN2CCCCC2)[C@H](CO)O1,-3,-8,1,0,x,-3.4,-6
O=C1CSC(c2ccccc2Cl)N1 (configuration not stated),-13,3,x,-1,0,-0.9,-6
CCn1c(CNC(=O)c2cccnc2)cc2ccccc21,-2,-7,-2,3,4,1.9,-1
Cc1cccc(NC(=S)NCc2ccc(F)cc2)c1,-5,-2,0,0,17,x,-6
CCC(C)(C)NC(=O)c1ccccc1Oc1ccccc1,1,2,1,2,x,0.3,-1
CCN(CC)CCC(c1ccc(OC)cc1)c1c(O)cc(OC)cc1OC (configuration not stated),1,12,-5,x,7,3.1,x
O=C(C[C@H]1C[C@@H]2c3cc(NC(=O)C4CCOCC4)ccc3O[C@@H]2[C@H](CO)O1)NCc1cccc(F)c1,-11,-1,0,2,7[16.7 µM],-1.2,-2
N#C/C(=C/c1ccc(-c2cc([N+](=O)[O-])ccc2Cl)o1)C(N)=O,0,8,-2,x,x,0.4,-2
COC(=O)c1cc(S(=O)(=O)N2CCN(Cc3ccccc3)CC2)c[nH]1,-3,-1,0,0,x,-1.2,-5
COc1cc([N+](=O)[O-])ccc1NC(=O)COC(=O)C=C(C)C,7,10,-3,1,-9,-1.3,0
CCCN1CCn2c3c(c4cc(Br)ccc42)CCCC31 (configuration not stated),-1,16,23,13,-2,1.5,-4
O=[N+]([O-])c1cc(-c2ncccn2)c([N+](=O)[O-])s1,-2,10,x,-3,0,-1.1,1
Cc1nc(-c2cccc(NC(=O)C3CCCCC3)c2)cs1,-2,-2,4,x,3,-0.7,0
[C-]#[N+][C@H](O[C@@H]1O[C@H](CO)[C@@H](O)[C@H](O)[C@H]1O)c1ccccc1,9,-1,0,-2,-2,-0.6,1
CCOC(=O)C1=CN(CC)S(=O)(=O)NC1c1cccc(OC)c1 (configuration not stated),1,24*,2,0,2,-0.6,-4
Cc1ccc(NC(=O)Cn2ncc3c([nH]c4ccccc43)c2=O)cc1Cl,9,0,-1,0,1,1.4,-3
O=S(=O)(c1cccc(F)c1)N1CC[C@@H]2[C@H](CO)Nc3ccc(C#Cc4cccc(F)c4)cc3[C@@H]21,x,-5,x,x,-8[16.7 µM],-0.5,x
O=C(CCSCc1cccc(F)c1)NCc1ccc(F)cc1,-2,2,-1,-3,-4,-1.3,-4
CCCNC(=O)N1C[C@H](C)[C@H](OC)CN(C)C(=O)c2cc(NS(=O)(=O)CC)ccc2OC[C@H]1C,4,-12,-1,0,1[16.7 µM],x,-7
CCCCc1ccc(S(=O)(=O)NC(=O)C2(C)CCN2C(=O)C/C=C/c2ccccc2)cc1 (configuration not stated),5,11,3,1,2,0.0,4
O=C(Nc1ccccc1Sc1ccccc1)C1CCCO1 (configuration not stated),3,5,4,1,-2,1.3,1
N#Cc1ccc(NC(=O)CSc2nc3[nH]c(=O)cc(O)c3s2)cc1,10,-9,-2,-4,-9,3.7,3
C[C@@H]1CN([C@@H](C)CO)C(=O)c2cc(NS(=O)(=O)c3cccs3)ccc2O[C@@H]1CN(C)S(=O)(=O)c1cn(C)cn1,1,-9,20,-2,3[16.7 µM],1.7,4
C[C@@H]1CN([C@@H](C)CO)C(=O)c2cc(C#Cc3cccnc3)cnc2O[C@@H]1CN(C)Cc1cccnc1,5,-9,-1,7,-8[16.7 µM],2.0,2
COc1ccc(NS(=O)CCCc2ccccc2)cc1 (configuration not stated),3,-11,4,1,-5,1.9,x
SMILES,ERp5 inh,DENV2 CPE rescue,Casp6 inh,ERAP1 inh,miR122 inh,F508del corr,SIRT5 block
COC(=O)c1[nH]c2cc(OC)ccc2c1NC(=O)c1c(F)cccc1F,4,-3,-1,8,x,-2.3,-2
Cc1c(CC=C(Cl)Cl)c(=O)[nH]c2c(C)cccc12,1,1,-3,-3,-11,0.8,0
CCOc1ccc(N2C(=O)CC(NCC#N)C2=O)cc1 (configuration not stated),5,2,0,-4,2,-3.0,-2
CCc1nc2ccc(C(=O)NCCCN3CCCC3=O)cn2c1N(CC)C(C)=O,-2,7,0,7,-3,-1.5,-2
Cc1noc(C)c1S(=O)(=O)Nc1ccc2c(c1)CC(=O)N([C@H](C)CO)C[C@H](C)[C@@H](CN(C)S(=O)(=O)c1c(C)noc1C)O2,3,-8,2,-2,-8[16.7 µM],-0.3,0
CC(C)CC#Cc1ccc([C@H]2[C@@H](CO)N3C(=O)CN(S(=O)(=O)c4cccc(F)c4)C[C@@H]23)cc1,0,5,0,-4,x,6.7,2
CCOC(CCn1c(SCc2cccc([N+](=O)[O-])c2)nc2ccccc2c1=O)OCC,1,0,-3,-2,-12,2.2,-1
CCOc1cc(CNn2c(C)nnc2SCC(=O)NC(C)(C)C)ccc1OCC(=O)NC(C)(C)C,-8,-3,-5,-2,-6,0.8,7
COc1ccc2nc(C(c3ccc(C)cc3)n3c(-c4ccccc4Br)nc4ccccc43)[nH]c2c1 (configuration not stated),8,9,0,x,2,-4.4,-9
Cc1ccc(NC(=O)c2ncn(CC(=O)NCc3nc4ccccc4[nH]3)n2)cc1C,-7,-2,4,6,5,-1.4,-3
Cc1nc2nc(-c3cccs3)[nH]c2cc1Br,5,-12,-3,-3,-4,-0.3,-5
CCN1CCc2c(sc(NC(=S)NC(=O)c3ccco3)c2C(N)=O)C1,-5,2,8,7,2,-0.8,5
Cc1nn(CC(=O)NNC(=O)c2cccc(Br)c2)c(C)c1[N+](=O)[O-],-1,2,2,2,1,0.0,-2
COc1ccc(CN(C)C[C@@H]2Oc3ccc(NS(=O)(=O)c4ccc(OC)cc4)cc3C(=O)N([C@@H](C)CO)C[C@H]2C)cc1,1,-2,x,0,0[16.7 µM],3.2,-2
C[C@H]1CN([C@@H](C)CO)C(=O)c2cc(NC(=O)C3CC3)ccc2O[C@H]1CN(C)S(C)(=O)=O,3,3,1,-2,3[16.7 µM],-1.1,1
O=C(CN(C(=O)c1csnn1)c1cccc2ccccc12)NCc1ccccc1,5,-5,-1,-1,-3,1.6,4
Cc1ccc(C(=O)NC(=S)Nc2ccc(CN3CCOCC3)cc2)cc1,5,-11,-1,0,-3,2.7,-2
COc1ccc2c3c([nH]c2c1)[C@H](CO)NCC31CN(C(=O)Cc2cccnc2)C1,x,7,x,1,x,-0.9,x
CCc1ncc(CN2CCC(C(=O)Nc3ccc(-n4nc(C)cc4C)cc3)CC2)cn1,1,-3,-6,2,x,-1.0,0
CCOC(=O)c1cccc(NC(=S)NCc2ccc(C)cc2)c1,6,-1,1,-1,15,-4.3,1
CN1C(=O)c2cc(NS(=O)(=O)c3cccc(F)c3)ccc2OC[C@H]2O[C@@H](CC(=O)NCCN3CCCCC3)CC[C@H]21,6,-6,1,-1,-38[16.7 µM],-1.4,1
CCOC(=O)c1ccc(NC(=O)C2CCC(CNc3c(N4CCOCC4)c(=O)c3=O)CC2)cc1 (configuration not stated),2,-4,-1,x,-4,-1.0,-5
CC1(C)C(=O)OC(c2cccc([N+](=O)[O-])c2)C2(CCCCC2)C1=O (configuration not stated),0,0,0,3,x,x,-1
O=c1ccc2c(ccc3ncccc32)o1,-2,2,x,-2,2,-1.0,0
COC(=O)COc1ccc(S(=O)(=O)Nc2ccccc2C(=O)OC)cc1,5,-9,-1,-1,-3,x,3
SMILES,ERp5 inh,DENV2 CPE rescue,Casp6 inh,ERAP1 inh,miR122 inh,F508del corr,SIRT5 block
O=C(CCC1CCCCC1)NCc1ccc(F)cc1,8,-9,-2,0,x,x,-2
CC(C)NC(=O)N[C@H]1CC[C@H](CCn2cc(-c3ccc(F)cc3)nn2)O[C@H]1CO,1,0,1,0,x,-2.0,0
COc1ccc(Nc2nnc(SCC(=O)c3cc4ccccc4o3)s2)cc1,4,1,0,12,x,-0.9,-2
O=C(Cc1cccc(NC(=O)C2CCCN(C(=O)c3ccccc3)C2)c1)Nc1ccc(C(=O)N2CCOCC2)cc1 (configuration not stated),1,16,4,-3,-8,-1.8,0
CCC(C)(C)NC(=O)CN(C(=O)C(=O)Nc1ccc2c(c1)OCCO2)C(C)(C)CC,0,u,-2,-2,6,0.4,0
CC(=O)Nc1ccc(NC(=O)c2ccccc2Br)cc1,1,13,-2,10,-1,-0.3,-4
CCOc1ccccc1NC1=NC2CS(=O)(=O)CC2S1 (configuration not stated),3,-4,0,x,3,0.9,-1
C[C@@H]1CN([C@@H](C)CO)C(=O)c2cccc(NC(=O)c3nc4ccccc4s3)c2O[C@H]1CN(C)CC1CCCCC1,6,3,-1,-1,-3[16.7 µM],-3.0,9
Cc1ccc(C(=O)NC2=NCCS2)cc1,3,-3,-1,1,x,-1.5,-2
Cc1cccc(OCC(=O)OC(C)C(=O)Nc2ccc(S(=O)(=O)N3CCCCC3)cc2)c1 (configuration not stated),-3,6,2,-2,x,2.4,-2
COCC(=O)Nc1ccc2c(c1)C(=O)N(C)[C@@H]1CC[C@H](CC(=O)NCC3CCCCC3)O[C@@H]1CO2,-6,-7,1,-4,5[16.7 µM],-0.6,-2
CCOC(=O)c1ccc(NS(=O)(=O)c2ccc3c(c2)NC(=O)CCS3)cc1,-5,-2,2,0,-9,1.1,-1
O=C(NCc1cccc(Cl)c1)c1ccc(-c2csnn2)cc1,-1,6,-6,-6,-3,-32,1
CCN(CC(=O)Nc1cccc(C#N)c1)CC(=O)Nc1cccc(OC)c1,3,1,-1,-9,4,1.1,3
CCC(=O)N1[C@H](CO)[C@H](c2ccc(-c3ccc(C#N)cc3)cc2)C12CN(C(C)=O)C2,-2,4,4,1,x,-2.5,-5
Nc1nonc1C(=O)NCCNc1ncccc1[N+](=O)[O-],-6,4,7,5,x,-3.4,-1
Cn1c(NC(=O)c2cc(Cl)ccc2Cl)cc(=O)n(C)c1=O,2,5,0,2,-6,1.3,-1
Clc1ccc(-c2nc(-c3cnccn3)no2)cc1,-1,-7,-4,0,-3,-0.6,-7
O=C(O)C1(c2ccccc2)CCN(S(=O)(=O)c2ccc(Cl)s2)CC1,-3,-2,0,0,-5,-0.6,-1
O=C(O)C(Cc1ccccc1[N+](=O)[O-])N1C(=O)c2ccccc2C1=O (configuration not stated),4,3,2,-1,-6,3.7,1
CN1C(=O)c2cc(NC(=O)c3cnccn3)ccc2OC[C@@H]2O[C@H](CC(=O)N[C@@H]3CCN(Cc4ccccc4)C3)CC[C@H]21,-2,-5,2,-4,36[16.7 µM],3.7,3
Cc1cccc2cc(CNCc3ccccc3)c(Cl)nc12,21,3,-1,2,x,3.7,-1
Cc1cc(C)c(C(=O)COC(=O)c2ccc([N+](=O)[O-])o2)cc1C,-4,-9,7,6,x,2.0,5
COc1cc(C(O)c2nc(-c3cc(F)cc(F)c3)cs2)ccc1F (configuration not stated),2,0,5,0,0,-5.1,x
COc1ccc(-c2cc(-c3n[nH]c(=S)n3-c3cc(OC)ccc3OC)[nH]n2)cc1,-1,-11,2,2,x,-0.4,2
O=C(C[C@H]1C[C@H]2c3cc(NS(=O)(=O)c4ccc(F)cc4)ccc3O[C@H]2[C@H](CO)O1)NCCN1CCCCC1,-8,-3,1,5,-1[16.7 µM],0.4,-1
CCCCc1c(O)nc(SCC(=O)c2ccccc2)n(-c2ccccc2C)c1=O,-3,3,0,4,-1,-0.2,0
COc1ccc(NC(=O)C2C3C=CC4(O3)C2C(=O)N(CCCN2CCCCC2)C4C(=O)NC2CCCC(C)C2C)cc1 (configuration not stated),0,7,3,-2,-2,-1.3,-7
C/C=C/c1ccc([C@H]2[C@@H](CO)N(C(=O)CC)[C@H]2CN(C)S(C)(=O)=O)cc1,x,u,x,x,-21[16.7 µM],1.1,x
C[C@@H]1CN([C@@H](C)CO)C(=O)Cc2cc(NC(=O)CCCN(C)C)ccc2O[C@H]1CN(C)Cc1ccc(-c2ccccc2)cc1,-4&2,-1,4,2,x,-2.7,-8&-6

# Grouped by structure, the entries above with a COOH group
SMILES,ERp5 inh,DENV2 CPE rescue,Casp6 inh,ERAP1 inh,miR122 inh,F508del corr,SIRT5 block
O=C(O)C[C@H]1C=C[C@@H](NC(=O)CCN2CCCCC2)[C@H](CO)O1,-3,-8,1,0,x,-3.4,-6
O=C(O)C1(c2ccccc2)CCN(S(=O)(=O)c2ccc(Cl)s2)CC1,-3,-2,0,0,-5,-0.6,-1
O=C(O)C(Cc1ccccc1[N+](=O)[O-])N1C(=O)c2ccccc2C1=O (configuration not stated),4,3,2,-1,-6,3.7,1

# High-throughput results as filed in PubChem.
